T cell HTS: modulators of CD8 T cell-vesicle binding, primary screen, mouse 2C CD8+ T cells, flow cytometry; 2C CD8+ T cell-vesicle binding; stronger effect = lower value; calls only at 7 µM; 330,000 compounds, 0.068% hits; AID 2052, 2009;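 active = response, share of CD8 T cells binding vesicles, and their 90th percentile fluorescence all below set limits, cut at about 80% in these data, passing the limit was not always enough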
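Assay system: 2C TCR transgenic mouse naive CD8+ T cells, MACS-purified | Read-out: CD8+ gate FL2 mean fluorescence as % of same-row positive control | Signal: High-throughput flow cytometry with anti-B7-1 and anti-CD8 staining | Timing: Binding step 1.5 h, 37 °C, antibody labelling 20 min, ice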
Myeloid diff MLP: induction of myeloid progenitor differentiation, primary screen, cell-based, flow cytometry, MLPCN library; 360,000 compounds, 1% hits; ER-HoxA9 myeloid progenitors, lysozyme-GFP differentiation; calls only at 10 µM;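 active = normalized GFP-positive differentiation at or above the plate's own cutoff, the solvent-only control mean plus 3 SD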;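 note: cells exposed to compound for four days before flow analysis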
T cell HTS vesicle-bound %: also measured in T cell HTS; calls as there; double positive events, %; measured here: CD8+ vesicle-bound cell fraction;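 binding gate set so that unloaded-vesicle control wells show 10% double positive cells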
Myeloid diff MLP GFP+ MAC1+ %: further read-out of Myeloid diff MLP, marked with its call; GFP+ MAC1+ double positive, %; measured here: differentiation confirmed by MAC1 staining
* marks the source's active call; other numbers are inactive results; i = inactive; + = active, no number. The list is partial; count on the stated rates, not on these rows.

#	Compound	T cell HTS	T cell HTS vesicle-bound %	Myeloid diff MLP	Myeloid diff MLP GFP+ MAC1+ %
1	CCCCN1C(=O)C(=O)N(CC(=O)Nc2ccccc2C(C)=O)C1=O	i	31.6	i	0.8
2	COc1ccc(CCNC(=O)COC(=O)/C=C/c2ccc(OC)cc2OC)cc1	i	25.3	i	0.9
3	COc1ccc(CC(=O)Nc2cc(S(=O)(=O)Nc3ccc(OC)cc3)ccc2OC)cc1	i	47.0	i	1.9
4	CCCOc1ccc(Oc2ccc(S(=O)(=O)N3CCN(C)CC3)cn2)cc1	i	60.4	i	1.4
5	O=C(COC(=O)Cc1n[nH]c(=O)c2ccccc12)NNC(=O)c1ccccc1	i	6.0	i	0.1
6	N#Cc1ccc(OCC(=O)Nc2ccc(S(=O)(=O)N3CCOCC3)cc2)cc1	i	10.3	i	1.2
7	O=C(Nc1ccc(C(=O)N2CCCC(CO)C2)cc1)c1ccc(Br)o1 (configuration not stated)	i	6.7	i	0.8
8	CN(C)C1=NCCN1CCC1CCCCC1	i	53.4	i	0.7
9	CCC(CCCO)CCC[C@H](C)CCC1OCCO1 (some centres not stated)	i	34.9	i	2.8
10	CCOc1ccc(NC(=O)CSc2nc(=O)n(Cc3cccnc3)c3c2CCC3)cc1	i	19.8	i	1.4
11	Cc1oc(-c2ccccc2)nc1C(=O)OCC(=O)NCc1ccccc1	i	28.1	i	0.7
12	Cc1ccc2nc(-c3ccc(NC(=O)C(C)Sc4nncs4)cc3)sc2c1 (configuration not stated)	i	56.3	i	0.5
13	CCN(C[C@H]1N[C@@](CC)(C(=O)OC)[C@H]2C(=O)N(C)C(=O)[C@@H]12)C(=O)Nc1ccccc1	i	15.3	i	2.9
14	Cc1ccc(CC(=O)NNC(=O)c2ccncc2)cc1C	i	57.2	i	1.8
15	COc1cc(C(=O)NNC(=O)c2cc(-c3ccccc3)n[nH]2)cc(OC)c1C	i	6.4	i	0.6
16	CCN(CC(=O)Nc1ccc(NC(C)=O)cc1)CC(=O)Nc1cc(C)on1	i	36.4	i	1.0
17	CCCCn1c(N)c(N(CCC(C)C)C(=O)COC(=O)c2cccnc2OCC)c(=O)[nH]c1=O	i	39.1	i	0.9
18	Nc1ncnc2c1ncn2[C@@H]1O[C@H](CNCc2c(OCc3ccccc3F)ccc3ccccc23)[C@@H](O)[C@H]1O	i	12.0	i	0.9
19	C[C@@H]1COC(=O)[C@@H](CC(=O)OC(C)(C)C)C/C=C\C[C@H](CC(=O)N(CCO)Cc2ccccc2)C(=O)N1	i	36.6	i	1.3
20	COc1ccc(-c2cn(CCO)c(CCN)n2)cc1	i	39.6	i	0.6
21	O=C(COc1ccccc1Cl)NCC(c1cccs1)N1CCOCC1 (configuration not stated)	i	20.8	i	0.4
22	O=C(COC(=O)c1ccc([N+](=O)[O-])o1)NC12CC3CC(CC(C3)C1)C2	i	36.3	i	1.4
23	CC[C@]12c3[nH]c4ccccc4c3CCN1C(=O)C(CC(=O)NCc1cccc(C(F)(F)F)c1)C[C@@H]2C(=O)N1CCN(C(=O)C2CC2)CC1 (some centres not stated)	i	10.4	i	0.5
24	Cc1c(C)n2c(SCC(=O)NCc3ccc4c(c3)OCO4)nnc2[nH]c1=O	i	41.8	i	1.0
25	Cc1cc(=O)[nH]c(SCC(=O)Nc2c(C)n(C)n(-c3ccccc3)c2=O)c1C#N	i	42.7	i	0.7
26	CCCCN(C(=O)C1=NN(c2ccccc2)C(=O)CC1)c1c(N)n(CCC)c(=O)[nH]c1=O	i	36.7	i	1.1
27	Cc1cccc([C@@H]2[C@@H]3C(=O)N(Cc4ccccc4)C(=O)[C@@H]3[C@]3(Cc4ccccc4)C(=O)N(c4cccc(Cl)c4)C(=O)N23)c1	i	9.5	i	1.3
28	N#Cc1ccc(C(=O)OCC(=O)Nc2cccnc2Cl)cc1	i	26.6	i	2.0
29	N#Cc1ccccc1NS(=O)(=O)c1cc2c3c(c1)CCC(=O)N3CCC2	i	40.0	i	0.3
30	Cc1c(C=Nc2ccc(S(=O)(=O)N(C)C)cc2)c(O)[nH]c(=O)c1C#N	i	44.9	i	0.6
31	Cc1ccc(C(=O)OCC(=O)NCCNC(=O)COC(=O)c2ccc(C)o2)o1	i	45.9	i	1.3
32	O=C(CCc1nc(-c2ccccc2)no1)Nc1cccc(C(=O)NC2CC2)c1	i	19.3	i	1.1
33	Cc1cc(CN2CCN(CC(=O)Nc3cc(C(F)(F)F)ccc3-n3cncn3)CC2)no1	i	46.3	i	0.7
34	O=S(=O)(NCCC1=CCCCC1)c1cccc(Br)c1	i	41.2	i	0.2
35	Cc1cc(NC(=O)C(C)Sc2nnc(NCc3ccco3)s2)no1 (configuration not stated)	i	38.7	+	2.8*
36	CCCCOc1ccc(C(=O)NNC(=O)c2cnccn2)cc1OC	i	53.8	i	1.8
37	Cc1cc(C)c(NC(=O)COC(=O)c2nc3nccc(C)n3n2)c(Cl)c1	i	4.9	i	0.7
38	CC(=O)Nc1ccc(C(=O)OCC(=O)N(c2ccccc2)C2CCS(=O)(=O)C2)cc1 (configuration not stated)	i	21.0	i	0.7
39	N#Cc1ccc2c(c1)nnn2-c1ccccc1	i	26.5	i	0.1
40	Cc1cc(C)c(-c2csc(NC(=O)C3=COCCO3)n2)c(C)c1	i	52.1	i	1.7
41	CCOc1ccc(S(=O)(=O)NCCC(=O)N2CCN(c3ncccn3)CC2)cc1	i	37.0	i	0.5
42	Cc1cccc(Oc2ccc(NS(=O)(=O)c3ccc(C)c(C(=O)O)c3)cc2)c1	i	34.4	i	0.3
43	Cc1onc(-c2ccccc2)c1C(=O)NNC(=O)c1ccccc1Br	i	46.7	i	0.6
44	O=C(NN=Cc1ccc(N2CCOCC2)cc1)c1cc2ccccc2cc1O	i	46.4	i	2.0
45	CCOC(=O)[C@H]1[C@H]2COc3ccc(Cl)cc3[C@@H]2N2C(=O)CN(Cc3ccc(C)cc3)C(=O)[C@@]12C	i	39.1	i	1.4
46	Cc1cc(OCCN2CCN(S(=O)(=O)c3ccccc3F)CC2)ccc1C(C)C	i	32.5	i	0.5
47	COc1nc(Nc2ccccc2)nc(OC)n1	i	36.0	i	0.6
48	Cc1cc(Cn2nc(C(=O)NCc3cccs3)cc2-c2ccccc2)on1	i	35.3	i	1.3
49	OCC[C@H]1C[C@@H](O)[C@H](O)[C@@]2(CCc3ccccc3CO2)O1	i	22.7	i	0.5
50	C[C@H](CO)N1C[C@H](C)[C@@H](CN(C)C(=O)NC2CCCCC2)Oc2ccc(NS(=O)(=O)c3cccs3)cc2C1=O	i	11.9	i	3.0

Reformatted with values under each structure: part of the list above.
Values in the order: T cell HTS, T cell HTS vesicle-bound %, Myeloid diff MLP, Myeloid diff MLP GFP+ MAC1+ %
48. Cc1cc(Cn2nc(C(=O)NCc3cccs3)cc2-c2ccccc2)on1
 : i, 35.3, i, 1.3
26. CCCCN(C(=O)C1=NN(c2ccccc2)C(=O)CC1)c1c(N)n(CCC)c(=O)[nH]c1=O
 : i, 36.7, i, 1.1

3 entries from above in another layout.
Values in the order: T cell HTS | T cell HTS vesicle-bound % | Myeloid diff MLP | Myeloid diff MLP GFP+ MAC1+ %
(13) CCN(C[C@H]1N[C@@](CC)(C(=O)OC)[C@H]2C(=O)N(C)C(=O)[C@@H]12)C(=O)Nc1ccccc1
  i | 15.3 | i | 2.9
(14) Cc1ccc(CC(=O)NNC(=O)c2ccncc2)cc1C
  i | 57.2 | i | 1.8
(15) COc1cc(C(=O)NNC(=O)c2cc(-c3ccccc3)n[nH]2)cc(OC)c1C
  i | 6.4 | i | 0.6

Additional compounds.
#	Compound	T cell HTS	T cell HTS vesicle-bound %	Myeloid diff MLP	Myeloid diff MLP GFP+ MAC1+ %
51	Cc1ccc(OCC(=O)N(C)CC(=O)N(CC(C)C)c2c(N)n(CC(C)C)c(=O)[nH]c2=O)c(C)c1	i	6.4	i	0.3
52	CCOc1ccc(C=NNc2ccc(S(=O)(=O)Nc3ccccc3C(=O)O)cc2[N+](=O)[O-])cc1	i	43.1	i	1.1
53	Cc1ccc(C(=O)COC(=O)CNC(=O)c2ccccc2)s1	i	28.4	i	0.8
54	Cc1ccc(C)c(OCC(=O)NNC(=O)CCN2CCN(c3ccccc3)CC2)c1	i	25.3	i	0.5
55	Cc1ccc(S(=O)(=O)NCc2cccnc2)cc1C(=O)NC1CCCCC1	i	22.6	i	0.6
56	CCOc1ccc(CCNC(=O)COC(=O)c2c(OC)cccc2OC)cc1OCC	i	62.8	i	1.1
57	Cc1cc(Cn2nc(-c3ccccc3)cc2C(=O)NCC2CC2)on1	i	42.2	i	2.7
58	Cc1ccc(S(=O)(=O)N(C)c2ccc(OC(=O)c3cccs3)cc2)cc1C	i	21.3	i	0.3
59	CCN(CC(=O)NCc1ccc(Cl)cc1)C(=O)CSc1cc(C)ccc1C	i	20.5	i	0.5
60	NC(=O)c1cccc(-c2noc(-c3ccccc3F)n2)c1	i	44.4	i	1.4
61	COc1cccc(C(=O)NCC2CCCN2S(=O)(=O)c2cccs2)c1 (configuration not stated)	i	49.2	i	0.5
62	Cc1ccc(SCC(=O)OCC(=O)Nc2ccc3[nH]c(=O)[nH]c3c2)cc1C	i	29.2	i	0.8
63	CC(C)(C)c1ccc(OCC(O)CN2CCOCC2)cc1 (configuration not stated)	i	34.9	i	0.2
64	CCC1CCC/C1=N\NC(=O)c1ccccc1C (configuration not stated)	i	51.6	i	0.6
65	CC(C(=O)N1CCCCC1)N1CCN(S(=O)(=O)c2ccc(Cl)cc2)CC1 (configuration not stated)	i	49.7	i	1.0
66	COc1cc(OC)cc(-c2c(C#Cc3ccsc3)c3cc(-c4ccc(OC)c(OC)c4)ccc3n2C)c1	i	31.7	i	1.5
67	Cc1ccc(NC(=O)C/C(N)=N/OC(=O)Nc2ccc(C)c(Cl)c2)cc1	i	47.6	i	0.8
68	CN(CC(=O)NC1CCCC1)S(=O)(=O)c1cccc(Cl)c1	i	49.9	i	1.2
69	CCCCN1C(=N)N([C@@H](C)CN2CCC[C@H]2CN2C(N)=NC[C@H]2CC(C)C)C[C@H]1[C@H](C)CC	i	15.7	i	0.6
70	CN(C(=O)c1ccc(NC(=O)Cc2ccc(NC(=O)C3CCN(C(=O)C4CCCCC4)CC3)cc2)cc1)C1CC1	i	21.1	i	1.1
71	CN(C)C(=O)c1ccc(NC(=O)CN2C(=O)NC3(CCCc4ccccc43)C2=O)cc1 (configuration not stated)	i	29.8	i	1.1
72	COc1ccc2c(C)cc(SCC(=O)NC3CCCCC3)nc2c1	i	31.0	i	0.7
73	CCOC(=O)c1ccc(S(=O)(=O)N2CCC(C(=O)NCC3CCCCC3)CC2)cc1	i	13.1	i	1.3
74	CCOc1cc(-c2sc(Nc3ccc(CC)cc3)n[n+]2-c2ccccc2)ccc1OC	i	17.1	i	1.4
75	C[C@H](CO)N1C[C@H](C)[C@@H](CN(C)C)Oc2c(NS(=O)(=O)c3ccc(F)cc3)cccc2C1=O	i	4.8	i	1.5

Single entries from the results shown:
no. 62 – Myeloid diff MLP GFP+ MAC1+ % = 0.8
no. 75 – Myeloid diff MLP GFP+ MAC1+ % = 1.5

Additional structures follow:
#	Compound	T cell HTS	T cell HTS vesicle-bound %	Myeloid diff MLP	Myeloid diff MLP GFP+ MAC1+ %
76	Cc1ccc(C(=O)OCc2nnc(-c3ccccc3)o2)cc1S(=O)(=O)N1CCOCC1	i	30.8	i	0.6
77	Cc1cccc(-c2nn(-c3ccccc3)cc2C(=O)N(C)CC(=O)Nc2ccc(N3CCOCC3)cc2)c1	i	21.3	i	0.7
78	Cc1cc(C)c(NC(=O)CNC(=O)COC(=O)C2=COCCO2)c(C)c1	i	20.8	i	0.9
79	O=C(CNC(=O)c1ccc(Br)o1)NCC1COc2ccccc2O1 (configuration not stated)	i	56.0	i	0.6
80	Cc1ccc(C(=O)NCCCNC(=O)COc2ccc(Cl)c(C)c2)cn1	i	6.7	i	0.9
81	Cc1ccc(OCCC(=O)OCC(=O)N2CCN(S(=O)(=O)c3ccc(C)cc3)CC2)cc1	i	37.2	i	0.8
82	CCN(C(=O)CSc1nc(C)c(C)c(C)n1)C1CCS(=O)(=O)C1 (configuration not stated)	i	50.8	i	0.8
83	COc1ccc(NC(=O)CN(C)C(=O)Cc2ccc(-c3ccccc3)cc2)cc1	i	15.7	i	0.2
84	CCCCCN(C(=O)CCC(=O)OCC(=O)N(C)C1CCCCC1)c1c(N)n(CCCC)c(=O)[nH]c1=O	i	44.0	i	0.5
85	COc1cc(OC)cc(-c2c(-c3cccs3)c3cc(-c4ccc(OC)nc4)ccc3n2C)c1	i	27.9	i	0.5
86	CC(C)C(NC(=O)c1ccccc1NC(=O)C(C)(C)C)C(=O)N1CCOCC1 (configuration not stated)	i	50.7	i	0.2
87	CS(=O)(=O)c1ccc(Cl)c(NC(=O)c2cccc(-n3cnnn3)c2)c1	i	29.8	i	1.0
88	CSCCC(NC(=O)COc1ccccc1)C(=O)OCCOc1ccc(Br)cc1 (configuration not stated)	i	31.1	i	0.5
89	COc1ccc(S(=O)(=O)N2CCOC23CCN(S(C)(=O)=O)CC3)cc1	i	44.5	i	1.1
90	COc1cccc(NC(=O)CN(C)C(=O)Cc2c(C)nc3ccccc3c2C)c1	i	41.5	i	0.2
91	CCOc1ccc(S(=O)(=O)Nc2cccc(C(=O)N(C)CC(=O)Nc3cccc(OC)c3)c2)cc1	i	19.1	i	0.3
92	COc1ccc(C(=O)CN2C(=O)NC3(CCc4ccccc43)C2=O)c(OC)c1 (configuration not stated)	i	48.3	i	1.1

Assay outcomes: PubChem, NMMLSC
